Assay outcomes (PubChem BioAssay)
LYPLA1 inh – LYPLA1 inhibitors, primary screen, counter-screen for PME1 inhibitor project, biochemical, fluorescence polarization, FP-Rh probe ABPP; Acyl-protein thioesterase 1 (Homo sapiens), O75608; AID 2174, 2009; recombinant LYPLA1; 320,000 tested, 0.16% active; inhibition, % at 5.9 µM;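 active = inhibition above the mean of all tested compounds plus 3 SD, set per campaign, cut at about 14% in these data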;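 note: inhibitors block serine hydrolase probe labeling of LYPLA1 so polarization falls; 0% = enzyme with DMSO and 100% = wells lacking LYPLA1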
Target sequence (O75608 whole entry, looked up): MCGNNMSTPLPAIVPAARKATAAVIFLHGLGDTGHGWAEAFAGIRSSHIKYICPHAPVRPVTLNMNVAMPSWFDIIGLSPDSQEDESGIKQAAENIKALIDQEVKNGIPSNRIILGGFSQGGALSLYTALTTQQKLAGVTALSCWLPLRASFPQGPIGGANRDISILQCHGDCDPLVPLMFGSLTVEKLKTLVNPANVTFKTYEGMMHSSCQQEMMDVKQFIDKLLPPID
PAFAH1B2 FP inh – PAFAH1B2 enzyme inhibitors, primary screen, biochemical, fluorescence polarization, human; Platelet-activating factor acetylhydrolase IB subunit alpha2 (Homo sapiens), P68402; recombinant PAFAH1B2, FP-rhodamine activity probe; inhibition, % at 3.39 µM; 340,000 tested, 1.2% active;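 active = inhibition above the mean of all tested compounds plus 3 SD, cut at about 24% in these data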;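 note: 0% = enzyme with DMSO and 100% = wells lacking PAFAH1B2; many of its hits are not listed in these tables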
PAFAH1B3 FP inh – PAFAH1B3 enzyme inhibitors, primary screen, biochemical, fluorescence polarization, human. recombinant PAFAH1B3, FP-rhodamine probe. Platelet-activating factor acetylhydrolase IB subunit alpha1 (Homo sapiens), Q15102. inhibition, % at 3.39 µM. AID 492972, 2010. 340,000 tested, 0.28% active;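 active = inhibition above the screen-wide average of all tested compounds plus 3 SD, cut at about 25% in these data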;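 note: 0% = enzyme with DMSO only and 100% = wells lacking PAFAH1B3 protein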
pPAFAH FP inh – pPAFAH enzyme inhibitors, primary screen, biochemical, fluorescence polarization, human; AID 463082, 2010; inhibition, % at 3.39 µM; 330,000 tested, 1.5% active; recombinant pPAFAH, FP-rhodamine probe fluorescence polarization; Platelet-activating factor acetylhydrolase (Homo sapiens), Q13093;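 active = inhibition above the mean inhibition across the screen plus 3 SD, cut at about 25% in these data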;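 note: inhibitors block binding of the rhodamine activity-based probe so polarization drops; 0% = enzyme with DMSO and 100% = wells lacking pPAFAH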
Target sequence (Q13093 whole entry, looked up): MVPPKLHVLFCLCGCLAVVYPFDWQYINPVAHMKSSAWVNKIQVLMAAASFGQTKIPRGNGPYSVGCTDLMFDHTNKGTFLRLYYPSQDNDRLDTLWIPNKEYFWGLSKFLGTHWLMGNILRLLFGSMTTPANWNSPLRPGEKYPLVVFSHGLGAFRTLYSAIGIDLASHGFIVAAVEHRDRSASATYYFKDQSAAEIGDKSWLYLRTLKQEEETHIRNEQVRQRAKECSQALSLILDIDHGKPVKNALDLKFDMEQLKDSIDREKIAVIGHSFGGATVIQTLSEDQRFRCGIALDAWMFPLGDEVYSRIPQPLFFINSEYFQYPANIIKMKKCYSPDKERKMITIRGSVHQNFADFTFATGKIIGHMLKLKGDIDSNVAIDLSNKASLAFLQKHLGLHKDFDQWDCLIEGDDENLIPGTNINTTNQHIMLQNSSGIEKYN
PAD4 FP inh – human PAD4 inhibitors, primary screen, biochemical, fluorescence polarization, 1536-well format. Protein-arginine deiminase type-4 (Homo sapiens), Q9UM07. recombinant PAD4, RCA probe fluorescence polarization. inhibition, % at 6.36 µM. 330,000 tested, 0.41% active. AID 485272, 2010;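 active = percent inhibition above a cutoff equal to the mean of all tested compounds plus 3 SD, cut at about 15% in these data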;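 note: 0% = PAD4 with RCA probe and DMSO and 100% = probe without PAD4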
PME-1 inh – PME-1 inhibitors via competitive probe labeling, primary screen, biochemical, fluorescence polarization, FP-Rh probe, HTS; recombinant PME-1; inhibition, % at 5.9 µM; 320,000 tested, 0.53% active;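 active = inhibition above the campaign mean of all compounds plus 3 SD, cut at about 26% in these data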;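 note: competitive labeling of PME-1 active site by serine hydrolase directed probe; 0% = PME-1 with DMSO and 100% = wells lacking PME-1 enzyme; inhibitors block probe labeling so polarization falls and inhibition rises; many of its hits are not listed in these tables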
Target sequence (Q9Y570 whole entry, looked up): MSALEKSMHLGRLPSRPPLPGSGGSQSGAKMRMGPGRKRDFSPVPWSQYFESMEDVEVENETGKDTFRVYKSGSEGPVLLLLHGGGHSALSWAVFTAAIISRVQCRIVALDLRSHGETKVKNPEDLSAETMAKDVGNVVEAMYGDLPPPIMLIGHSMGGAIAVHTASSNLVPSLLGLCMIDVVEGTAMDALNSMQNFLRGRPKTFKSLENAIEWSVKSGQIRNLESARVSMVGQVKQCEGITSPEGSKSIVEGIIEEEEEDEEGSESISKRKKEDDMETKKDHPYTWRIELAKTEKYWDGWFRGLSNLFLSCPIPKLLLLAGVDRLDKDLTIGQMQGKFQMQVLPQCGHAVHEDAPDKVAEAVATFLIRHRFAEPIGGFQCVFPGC
Fam108B inh – mouse Fam108B serine hydrolase inhibitors, primary screen, counter-screen for RBBP9 inhibitor project, biochemical, fluorescence polarization | recombinant Fam108B, FP-Rh probe fluorescence polarization | inhibition, % at 9.51 µM | 300,000 tested, 0.33% active | AID 1947, 2009;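 active = inhibition above the screen mean inhibition plus 3 SD, computed separately per campaign, cut at about 18% in these data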;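 note: inhibitors lower polarization as less probe binds the enzyme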
GSTO1 counter – inhibitors of recombinant GSTO1, primary screen, counter-screen for RBBP9 inhibitor project, biochemical, fluorescence polarization; activity-based probe fluorescence polarization; inhibition, % at 5.96 µM; 300,000 tested, 1.1% active;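 active = inhibition above the campaign mean inhibition plus 3 SD, cut at about 35% in these data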;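 note: 0% = GSTO1-1 with DMSO and 100% = wells lacking GSTO1-1 enzyme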
PAFAH2 FP inh – PAFAH2 enzyme inhibitors, primary screen, biochemical, fluorescence polarization, human; recombinant PAFAH2, FP-rhodamine activity probe; inhibition, % at 3.39 µM; 340,000 tested, 0.99% active; AID 492956, 2010; Platelet-activating factor acetylhydrolase 2, cytoplasmic (Homo sapiens), Q99487;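 active = inhibition above the mean over all tested compounds plus 3 SD, cut at about 30% in these data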;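 note: inhibitors block probe labeling of enzyme so polarization drops; 0% = enzyme with DMSO and 100% = wells lacking PAFAH2 protein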
An asterisk follows results filed as active; nt = no result given; + = active, no number.

SMILES	LYPLA1 inh	PAFAH1B2 FP inh	PAFAH1B3 FP inh	pPAFAH FP inh	PAD4 FP inh	PME-1 inh	Fam108B inh	GSTO1 counter	PAFAH2 FP inh
COc1ccc(N=C2S/C(=C\c3ccc(Cl)c([N+](=O)[O-])c3)C(=O)N2CCN(C)C)cc1	0.0	3.1	5.8	6.8	2.4	-2.1	0.3	29.2	-4.2
CC(C)n1nccc1N(Cc1ccc(Cl)cc1)S(=O)(=O)c1ccccc1	2.3	3.6	6.2	2.4	-2.5	0.3	4.5	-2.7	-4.3
N#CCCN(C(=O)Nc1ccc(Cl)cc1)c1ccccc1	0.1	8.1	1.2	1.1	2.8	-4.5	-5.4	10.3	-1.9
C/C(=N\NC(=O)COc1ccc(C(C)(C)C)cc1)c1ccc(-n2ccnc2)cc1	3.2	6.0	2.2	1.7	-4.2	-10.2	-1.2	4.2	-2.8
C=CCn1c(SCc2cc(=O)n3ccsc3n2)nc2cc(Cl)ccc2c1=O	2.4	3.9	6.7	-4.2	-1.0	8.7	-1.1	6.5	4.4
Cn1nc(C(F)(F)F)c(-c2cccc(C(F)(F)F)c2)c1NC(=O)Nc1ccc(F)cc1	-3.3	nt	nt	1.7	6.3	2.5	-0.4	-1.5	nt
C=CCn1c(C)cc(C(=O)COC(=O)c2n[nH]c(=O)c3ccccc23)c1C	nt	3.5	9.4	4.1	-1.9	nt	nt	nt	10.1
CN1C(=O)N(c2ccccc2)C(Nc2nncs2)C1(C)C (stereo not drawn)	-0.8	1.4	8.5	-0.9	-2.5	0.3	10.9	-8.7	-1.2
O=C(O)COc1ccc(Cl)cc1CO	0.7	nt	nt	-0.4	-7.1	-7.9	-2.5	-2.2	nt
CC(C(=O)N1CCN(C(=O)c2ccco2)CC1)n1sc2ccccc2c1=O (stereo not drawn)	-3.1	4.2	5.5	4.0	0.3	-2.5	-2.3	3.7	6.6
Cc1ccc(-c2cc(C(=O)NN)n[nH]2)o1	-1.5	nt	nt	0.9	5.0	-8.4	-2.8	13.1	nt
Clc1cc(Cl)c2nc(N3CCCCC3)sc2c1	2.0	-3.8	2.6	0.5	-1.8	-0.5	2.4	-6.4	0.7
O=C(CSc1nc(-c2ccccc2)cs1)N1CCc2ccccc21	1.6	8.2	3.8	7.7	-3.3	-4.7	-3.8	-3.6	2.3
CC(NC(=O)C1CCN(C(=O)c2ccc(F)cc2)CC1)c1ccc(-n2ccnc2)cc1 (stereo not drawn)	1.2	0.5	-0.8	-5.4	-10.6	-2.5	nt	nt	-4.0
CCN1C(=O)[C@@H]2[C@@H](c3ccc(-c4ccccc4)cc3)N3CCC[C@@]3(C(=O)OC)[C@@H]2C1=O	nt	2.6	-6.3	-0.9	2.1	nt	nt	nt	-1.2
O=C(NC1CC1)C1Nc2ccc(OC(F)(F)F)cc2C2C=CCC12 (stereo not drawn)	-0.2	1.3	0.7	6.0	1.4	10.8	2.1	-2.7	2.7
Cc1ccccc1OCCC(=O)Nc1ccc(N2CCOCC2)cc1N1CCOCC1	5.2	5.5	0.0	5.0	-0.3	3.9	6.5	-0.3	-1.2
CCN(CC)S(=O)(=O)c1ccc(N/N=C(\C)c2cccnc2)nc1	-4.1	3.7	4.0	-1.0	-2.7	0.2	-2.8	5.3	-0.5
COc1ccc(C(=O)NC(=O)CSc2nc3nc(C)cc(C)n3n2)cc1	nt	3.5	2.2	4.5	-2.1	nt	nt	nt	-4.3
CCCCN(Cc1ccccc1)S(=O)(=O)c1ccc2c(c1)n(C)c(=O)c(=O)n2C	6.3	9.1	1.8	-0.7	6.5	0.6	5.1	7.2	-3.1
CS(=O)(=O)N1CCN=C1SCc1ccc([N+](=O)[O-])cc1	+	0.1	4.3	-8.6	-0.7	3.9	3.8	1.5	-3.5
CCOC(=O)N(CC)OC(=O)Nc1ccc(Cl)cc1	0.6	2.3	3.4	1.0	-1.3	6.8	-1.6	1.7	-6.9
COC(=O)c1ccccc1Sc1ncnc2onc(C)c12	0.0	2.8	12.3	4.5	0.4	-3.4	1.2	5.6	-5.0
O=C(Nc1ccc2c(c1)C(=O)N(c1ccccc1)C2=O)c1cccs1	0.7	3.2	2.4	2.0	6.1	-10.4	0.1	1.8	10.0
Cc1nn(C)c(C)c1CN(Cc1nc(-c2ccc(F)cc2F)oc1C)C1CC1	1.9	1.9	3.7	-0.9	2.4	11.1	0.3	5.1	6.5
COc1cc(/C=C/C(=O)OCC(=O)N2CCCC2)cc(OC)c1OC	1.1	6.5	-1.2	2.5	5.0	3.2	nt	nt	-0.6
Cc1cc(C)cc(NC(=O)C(NCC2CCCO2)c2ccccc2)c1 (stereo not drawn)	-5.8	7.5	9.6	-1.9	-0.7	-3.9	-0.5	2.8	-1.9
O=C(Cn1nnc(-c2ccc(Cl)cc2)n1)N1CCN(C(=O)c2ccco2)CC1	-1.5	5.7	2.8	4.3	-0.2	1.0	nt	nt	-2.4
Cc1cc(C)nc(NS(=O)(=O)c2ccc(NC(=O)c3ccc(N4C(=O)CCC4=O)cc3)cc2)n1	4.3	5.5	9.2	0.9	-2.9	-3.7	-0.9	5.6	5.5
CC1(c2ccc(Cl)cc2)NC(=O)CS1 (stereo not drawn)	1.8	2.7	-0.7	7.3	0.9	4.2	-3.0	-0.1	2.9
Cc1cccc(-n2ncc(C(=O)NC3CCCC3)c2C2CCN(C(=O)OC(C)(C)C)CC2)c1	0.5	2.3	2.8	3.9	-0.5	-1.1	-3.1	1.2	-0.5
COc1ccc(C(C(=O)NCC2CCCO2)N(C(=O)c2snc(C(N)=O)c2N)c2ccccc2C)cc1OC (stereo not drawn)	-0.3	2.5	7.5	2.1	2.6	-3.7	3.1	0.0	-6.8
N#CC1=C(N)Oc2n[nH]c(-c3cccs3)c2C1c1ccccc1C(=O)O (stereo not drawn)	-0.3	-2.6	9.2	1.4	-4.7	-0.1	0.4	19.1	-0.6
COC(=O)Cc1csc(/N=C/c2c(O)n(-c3cccc(C(F)(F)F)c3)c(=O)c3ccccc23)n1	-4.1	0.8	3.3	-10.6	-7.5	-9.5	-2.8	1.7	-10.0
COc1ccc(-c2cc(C(=O)N3CCN(C(c4ccccc4)c4ccccc4)CC3)no2)cc1	-3.5	-1.4	4.3	2.2	1.1	-4.0	-3.0	-7.4	-7.4
O=C(c1ccc2c(c1)N(Cc1ccccc1)CCS2)N1CCOCC1	-0.8	8.1	1.6	9.2	-0.9	9.4	2.7	5.5	1.0
COc1ccc(C(C)(C)C)cc1NC(=O)CCn1[nH]c(=O)ccc1=O	nt	10.5	8.0	6.3	-3.4	nt	nt	nt	8.1
O=C(O)C(Cc1ccccc1)N1Cc2ccccc2C1=O (stereo not drawn)	1.9	1.0	1.7	3.6	1.8	-0.6	-0.3	-1.9	-0.5
CS(=O)(=O)N(CC(=O)NCCSCc1ccccc1)c1ccccc1	0.9	7.6	-0.8	4.4	-3.3	3.5	1.3	1.1	6.0
Cc1cc(C)cc(NC(=O)Cn2c(=O)oc3cc(S(=O)(=O)N4CC(C)CC(C)C4)ccc32)c1 (stereo not drawn)	-21.4	3.1	-2.5	0.2	2.7	-27.1	-19.6	-2.1	-33.0
Cc1noc(C)c1COC(=O)c1ccccc1Oc1ccccc1	-1.1	1.7	6.6	-2.4	2.0	1.7	2.9	0.9	7.5
O=C1CCCN2N=C(SCC(=O)Nc3ccc([N+](=O)[O-])cc3)SC2=N1	-0.8	8.3	-5.4	6.0	5.2	2.4	-4.0	2.4	-3.7
CCS(=O)(=O)Nc1ccc(C2=NN(C(=O)c3ccccc3)C(c3cccs3)C2)cc1 (stereo not drawn)	-4.4	-4.5	2.9	-1.6	0.5	-4.0	2.9	-5.3	0.1
CCS(=O)(=O)Nc1cccc(-c2ccc3nnc(-c4cccnc4)n3n2)c1	6.2	-1.0	13.2	0.6	0.8	7.5	10.1	2.4	7.0
O=C(c1ccc2c3c(cccc13)CC2)C1CCCN(C(=O)c2ccc[n+]([O-])c2)C1 (stereo not drawn)	0.9	0.3	-2.2	4.0	0.6	3.4	-8.3	-2.5	-4.1
COc1cc(C2C(C(=O)c3cccs3)=C(O)C(=O)N2CCN2CCOCC2)ccc1OCCC(C)C (stereo not drawn)	2.1	nt	nt	5.7	-3.2	-3.1	1.4	0.8	nt
Nc1nc(Cl)cc(=O)n1Cc1ccc(Cl)cc1	-0.6	1.6	5.0	0.9	-2.6	5.5	0.7	2.2	-0.9
O=C1C(=O)c2ccccc2C(O)=C1CCCCl	2.0	3.1	13.2	2.7	2.9	6.2	3.8	68.3*	-2.2
CC(=O)NS(=O)(=O)c1ccc(NC(=S)Nc2ccccc2)cc1	1.8	3.1	2.3	0.6	1.6	-0.7	2.4	2.0	3.5
Cc1cccc(C(=O)N2CCCC(c3nc(-c4ccc(C)o4)no3)C2)c1 (stereo not drawn)	3.0	-1.2	-0.2	1.6	1.1	3.5	1.8	2.0	12.4
O=C(Nc1ccccc1)c1ccc(S(=O)(=O)N2CCOCC2)cc1	2.6	1.1	9.3	-2.2	2.6	3.7	0.2	0.5	5.4
S=C(Nc1cccc(Br)c1)c1ccccc1	-5.5	-1.5	6.0	-3.8	-1.4	1.6	1.7	-3.5	1.7
CC1CCCCN1CC(=O)Nc1ccc2c(c1)OC(F)(F)O2 (stereo not drawn)	-4.1	-5.2	14.5	-3.3	-1.4	-2.8	3.6	2.2	6.9
CC(C)CN1CN(Cc2ccccc2)CNC1=S	3.8	5.1	-3.2	-1.8	-0.9	3.3	4.5	0.7	10.5
O=C(c1ccc([N+](=O)[O-])cc1[N+](=O)[O-])n1cnc2ccccc21	-1.7	9.4	13.5	5.3	-9.6	-5.4	0.8	-3.9	6.2
Cc1ccc(OCC(=O)NNC(=O)c2ccc3c(=O)n4c(nc3c2)CCC4)cc1	-1.4	0.2	1.1	5.9	-6.8	-7.2	-4.7	-13.2	6.7
CCCC(=O)N(CCc1ccc(OC)cc1)Cc1nc2ccccc2c(=O)[nH]1	-1.4	-2.6	-6.5	0.2	2.0	7.9	3.2	5.0	-1.8
Cc1cccc(OCCCn2c(CCNC(=O)C(C)C)nc3ccccc32)c1	3.9	2.4	1.3	3.1	-4.9	2.2	-1.1	15.7	4.9

Not all compounds are listed; rates above refer to the full screens.
